From PubChem BioAssay
BRCT inh green – inhibitors of human BRCA1 BRCT-phosphoprotein interaction (green fluorophore); BRCA1 BRCT-phosphopeptide binding, green fluorescence polarization; AID 875; 75,000 compounds, 0.05% hits; Potency, µM (doses to about 76.9 µM), without a hit: at the highest dose activity change, negative = inhibition, hits mostly inhibitors; P38398;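 also: potency is read from the fitted curve at half-maximal effect; plate controls were peptide without protein for full effect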
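Compounds were incubated for 12 min at room temperature with a complex of 100 nM fluorescein-tagged pBACH1 decapeptide and 250 nM His-tagged BRCT protein. Buffer was phosphate pH 7.3 with EDTA, DTT and Tween 20. Disruption of binding lowers the polarization signal.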
Casp7 inh – allosteric or competitive inhibitors of human caspase-7 | recombinant caspase-7, Ac-DEVD-AFC fluorescence rate | Potency, µM (doses to about 57.5 µM), inactives show at the highest dose activity change, negative = inhibition, actives largely listed as inhibitors | 75,000 compounds, 0.02% hits | AID 889; active = well fitted inhibition curve with a large enough effect in the main read-out, with a control signal flat, not every such curve was filed as active; inconclusive = small, poorly fitted or top-dose-only effect, or a change in a side signal; also: potency is read from the fitted curve at half-maximal effect; % of control where 0% means no effect
Target sequence (P55210 24-198 limits assumed): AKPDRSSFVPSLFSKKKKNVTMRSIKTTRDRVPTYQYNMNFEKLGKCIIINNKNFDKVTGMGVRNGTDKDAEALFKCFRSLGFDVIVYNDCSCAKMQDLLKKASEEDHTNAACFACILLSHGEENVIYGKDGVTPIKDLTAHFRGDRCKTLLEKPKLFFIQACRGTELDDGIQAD
Target sequence (P55210 207-303 limits assumed): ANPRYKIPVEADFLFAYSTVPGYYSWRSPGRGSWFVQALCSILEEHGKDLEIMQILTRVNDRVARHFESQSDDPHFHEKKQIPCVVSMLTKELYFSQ
USP2a inhib – inhibitors of human ubiquitin-specific protease USP2a; O75604; USP2a enzymatic assay, qHTS inhibition; Potency, µM (highest dose often 38.3 µM), for inactives: at the top dose activity change, negative = inhibition, hits mostly inhibitors; 60,000 compounds, 0.1% hits; AID 927;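 also: potency is read from the fitted curve at half-maximal effect; nearly all actives have a fitted effect of over 60% in size; plate controls were DMSO for no effect and NEM full inhibition control for full effect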
Target sequence (O75604 whole entry, looked up): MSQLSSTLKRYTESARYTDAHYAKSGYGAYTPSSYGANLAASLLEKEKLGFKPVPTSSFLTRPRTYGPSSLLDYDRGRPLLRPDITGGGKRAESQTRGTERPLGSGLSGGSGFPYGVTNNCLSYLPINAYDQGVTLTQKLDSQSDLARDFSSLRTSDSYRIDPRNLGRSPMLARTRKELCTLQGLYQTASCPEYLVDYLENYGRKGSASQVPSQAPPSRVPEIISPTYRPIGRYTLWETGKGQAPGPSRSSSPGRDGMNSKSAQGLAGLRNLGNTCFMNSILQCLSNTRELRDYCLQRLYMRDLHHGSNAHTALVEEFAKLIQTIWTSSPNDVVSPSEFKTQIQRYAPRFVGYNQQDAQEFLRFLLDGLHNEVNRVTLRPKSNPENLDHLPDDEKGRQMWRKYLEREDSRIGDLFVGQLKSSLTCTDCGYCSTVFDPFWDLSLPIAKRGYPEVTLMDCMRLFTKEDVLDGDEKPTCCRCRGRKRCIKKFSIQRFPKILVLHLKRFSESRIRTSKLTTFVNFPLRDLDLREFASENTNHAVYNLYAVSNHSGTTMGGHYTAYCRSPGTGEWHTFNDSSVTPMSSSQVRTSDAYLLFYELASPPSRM
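USP2 core (20 nM final) was preincubated with compound for 30 min at RT in 20 mM Tris-HCl pH 8.0, 2 mM CaCl2, 2 mM beta-mercaptoethanol; Ub-PLA2 (20 nM) plus NBD C6-HPC (20 uM) then added, fluorescence read after 2.5 h.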
4MU fluor – compounds fluorescent in 4-MU spectral region; max dye-equivalent concentration, M; AID 589; compound autofluorescence, 340/450 nm, 4-MU equivalents; stronger effect = higher value; 59,000 compounds, 11% hits; in the data active = max dye-equivalent concentration above about 10 nM; inconclusive = mostly about 1.1 nM to 9.6 nM
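Compounds in 100 mM Tris, pH 8.0, incubated 15 min at room temperature, then fluorescence read at 340 nm excitation/450 nm emission. Signal converted to 4-MU dye-equivalent concentration using an on-plate six-point 4-MU standard curve.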
BRCT inh red – inhibitors of human BRCA1 BRCT-phosphoprotein interaction (red fluorophore) | BRCT-phosphopeptide binding, red fluorescence polarization | Potency, µM (doses to about 76.9 µM), without a hit: at the highest dose activity change, negative = inhibition, usual class: inhibitors | 75,000 compounds, 0.03% hits | AID 892; also: % is scaled to controls: 0 for no effect and ±100 for the full control effect
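Fluorescence polarization: 100 nM His-tagged BRCA1 BRCT with 100 nM TAMRA-labelled phospho-BACH1 decapeptide, phosphate buffer pH 7.3 with 150 mM NaCl, DTT, 0.01% Tween 20; 12 min RT. Binding inhibition seen as FP decrease.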
Fluorescein autfl – fluorescein region autofluorescence | Compound autofluorescence, 480/540 nm, fluorescein-equivalent; stronger effect = higher value | max fluorescein-equivalent concentration, M | 59,000 compounds, 0.91% hits | AID 593; in the data active = max fluorescein-equivalent concentration above about 10 nM; inconclusive = between about 1.1 nM and that limit
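Normalized response (dye-equivalent concentration) derives from comparing each well's 540 nm emission, under 480 nm excitation, with plate-resident fluorescein standards. Compounds were held in 100 mM Tris, pH 8.0, for 15 min at room temperature.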
Epigenetic mod – epigenetic GFP locus derepression in mouse cells | mouse C127i GFP locus derepression, cytometry, 30 h | Potency, µM (highest dose often 46.1 µM), inactives show top-dose GFP derepression (activation) | 68,000 compounds, 0.09% hits; also: % of control where 0% means no effect
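Derepression screen: silenced CMV-GFP reporter in murine C127i cells, 30 h compound incubation at 37 C, washed cells imaged by laser-scanning cytometer to enumerate GFP-expressing objects of 20 to 120 um.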
Caspase-1 inhib – caspase-1 (human) inhibition, allosteric or competitive; P29466; Caspase-1 enzyme, Ac-WEHD-AFC fluorogenic rate; Potency, µM (top dose mostly 57.5 µM), inactives show at the highest dose activity change, negative = inhibition, hits mostly inhibitors; 75,000 compounds, 0.03% hits; AID 900;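 also: potency is read from the fitted curve at half-maximal effect; plate controls were vehicle for no effect and no substrate for full effect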
HEK293 cAMP cs – counter-screen for TSHR agonists: cAMP increase in parental HEK293 | parental HEK293 CNG cAMP sensor, membrane potential fluorescence | 73,000 compounds, 2.5% hits | Potency, µM (top dose mostly 57.1 µM), inactives show at the top dose activation, usual class: activators; also: potency is read from the fitted curve at half-maximal effect; % of control where 0% means no effect; nearly all actives have a fitted effect of over 55% in size
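Parental HEK 293 cells stably expressing a cAMP-gated CNG channel were loaded with membrane potential dye containing 100 uM RO 20-1724 for 60 min. Compound added for 30 min; depolarization read as fluorescence intensity at 590 nm.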
A350 fluor – compounds fluorescent in Alexa 350 spectral region | max dye-equivalent concentration, M | Compound autofluorescence, 340/450 nm, Alexa 350 dye-equivalents; stronger effect = higher value | 59,000 compounds, 11% hits | AID 590; in the data active = max dye-equivalent concentration above about 10 nM; inconclusive = mostly about 1.1 nM to 9.6 nM
UbGFP stabilizer – ubiquitin-GFP accumulation via proteasome inhibition. Ubiquitin-GFP reporter cells, proteasome inhibition, GFP fluorescence; response scale: untreated = 0%, 10 µM MG-132 = 100%. AID 526. Potency, µM (top dose mostly 45.9 µM), for inactives: at the highest dose activation (GFP accumulation), hits mostly activators. 67,000 tested, under 10 active; active = well fitted activation curve with a large enough effect, not every such curve was filed as active; inconclusive = small, poorly fitted or top-dose-only effect, or another doubt; inactive = no such curve, though single readings can be large or run the other way; also: potency is read from the fitted curve at half-maximal effect
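GFP accumulation read-out: laser plate cytometry counting ubiquitin(G76V)-GFP-expressing U2OS cells after 4 hr compound exposure at 37 °C. Titrations spanned 46 uM to 2.9 nM; 0% = basal, 100% = 10 uM MG-132; concentration-response curves fitted.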
An asterisk follows results filed as active; i = inactive; u = inconclusive; x = no result given; [ ] = dose if it differs, or a comment. Unless noted, calls follow the shape of the dose curve; as a rule, active = well fitted curve in the direction sought with a large enough effect; inconclusive = small, poorly fitted or top-dose-only effect, or another doubt; inactive = no such curve, though single readings can be large; an effect the other way counts as inactive or inconclusive.

SMILES	BRCT inh green	Casp7 inh	USP2a inhib	4MU fluor	BRCT inh red	Fluorescein autfl	Epigenetic mod	Caspase-1 inhib	HEK293 cAMP cs	A350 fluor	UbGFP stabilizer
O=C1CCCC2=C1C(c1ccsc1)CC(=O)N2c1ccccc1 (stereo not drawn)	-2.5%	-1%	4%	i	-2.6%	i	4%	2%	5%	i	-4%
c1ccc(CCN2CN=C(Nc3nc4ccccc4o3)NC2)cc1	-1.5%	-4%	11%	i	0.1%	i	2%	-4%	-2%	u	-2%
CCn1c(SCC(=O)NCC2CCCO2)nc2c(c1=O)SC(C)C2 (stereo not drawn)	-1.0%	1%	x	x	0.4%	x	x	-2%	6%	x	3%
CCOC(=O)CSc1nnc(-c2ccccc2OC)o1	-2.1%	-2%	-2%	i	-0.2%	i	0%	-2%	13%	u	1%
Cc1ccc(C(C)C)cc1S(=O)(=O)NCc1cccnc1	1.1%	-1%	13%	i	-0.7%	u	0%	1%	1%	i	1%
CCOc1ccccc1N(CC(=O)NC(C)(C)C)C(=O)c1ccc(CN2CCOCC2)o1	-0.4%	0%	7%	i	-1.6%	i	-2%	-2%	u	i	-4%
CCc1nc(N2CCCC(C)C2)c2oc3ccccc3c2n1 (stereo not drawn)	-3.8%	-2%	-28%	i	0.2%	u	4%	-2%	16µM*	i	3%
CCC(=O)N1CCc2cc(S(=O)(=O)NC(Cc3ccccc3)C(=O)NC3CCCC3)ccc21 (stereo not drawn)	-1.3%	1%	17%	i	0.2%	i	1%	0%	10%	i	-8%
COCCNC(=O)C(c1ccccc1)N(Cc1cccs1)C(=O)Cn1nnc2ccccc21 (stereo not drawn)	-0.2%	1%	12%	i	-3.5%	u	-3%	-3%	30%	i	-1%
CC(C)c1nccn1S(=O)(=O)c1cc(Cl)ccc1Cl	-0.4%	0%	-8%	x	1.6%	x	0%	-1%	9%	x	-3%
Cc1ccc2nc3nc4ccc[nH]c4cc3c2c1	0.5%[15.4 µM]	-1%[11.5 µM]	x	x	-0.5%[15.4 µM]	x	x	-2%[11.5 µM]	2%[11.4 µM]	x	x
COc1ccc(C)cc1NC(=O)c1cc2cc3ccc(C)cc3nc2o1	-1.2%	-1%	-3%	4.6e-08M*	-0.1%	i	-1%	-2%	2%	4.3e-08M*	0%

One compound at a time, from the list above. Order of screens: BRCT inh green	Casp7 inh	USP2a inhib	4MU fluor	BRCT inh red	Fluorescein autfl	Epigenetic mod	Caspase-1 inhib	HEK293 cAMP cs	A350 fluor	UbGFP stabilizer
CCOc1ccccc1N(CC(=O)NC(C)(C)C)C(=O)c1ccc(CN2CCOCC2)o1 across the screens: -0.4%	0%	7%	i	-1.6%	i	-2%	-2%	u	i	-4%
CC(C)c1nccn1S(=O)(=O)c1cc(Cl)ccc1Cl across the screens: -0.4%	0%	-8%	x	1.6%	x	0%	-1%	9%	x	-3%
CCn1c(SCC(=O)NCC2CCCO2)nc2c(c1=O)SC(C)C2 (stereo not drawn) across the screens: -1.0%	1%	x	x	0.4%	x	x	-2%	6%	x	3%
CCOC(=O)CSc1nnc(-c2ccccc2OC)o1 across the screens: -2.1%	-2%	-2%	i	-0.2%	i	0%	-2%	13%	u	1%

(cont.)
SMILES	BRCT inh green	Casp7 inh	USP2a inhib	4MU fluor	BRCT inh red	Fluorescein autfl	Epigenetic mod	Caspase-1 inhib	HEK293 cAMP cs	A350 fluor	UbGFP stabilizer
Cc1ccc(Cl)c(OCC(=O)Nc2ccc3c(c2)OCCO3)c1	-0.7%	-2%	-4%	i	0.5%	i	-2%	0%	27%	i	-4%
COC(=O)c1[nH]c2cccc(OC)c2c1NC(=O)CCN1CCN(c2ccccc2OC)CC1	0.2%	0%	19%	1.7e-08M*	0.2%	i	0%	-1%	-5%	u	-5%
Cc1cc(C)nc(SCC(=O)Nc2ncc3c(n2)CC(C)(C)CC3=O)n1	0.0%	1%	9%	i	-0.7%	i	-2%	-1%	6%	i	-2%
O=C(NCC1CCCO1)C1c2ccccc2C(=O)N1C1CCCCCC1 (stereo not drawn)	0.3%	2%	0%	i	0.2%	i	0%	0%	21%	i	-8%
CCOC(=O)N1CCC(NC(=O)c2cc(C)c3c(C)nn(-c4ccccc4)c3n2)CC1	1.2%	0%	9%	1.4e-07M*	0.3%	i	-5%	1%	5%	1.6e-07M*	-3%
COC(=O)CNC(=O)C1CCCN1C(=O)OC(C)(C)C (stereo not drawn)	-1.9%	-1%	9%	i	0.9%	i	3%	2%	0%	i	0%
COc1ccccc1CNC(=O)CN1C(=O)C(C)N(c2ccc(C)cc2)C1=O (stereo not drawn)	0.1%	-1%	14%	i	0.6%	i	-1%	2%	1%	i	-1%
CCOc1cc(C(=O)NC(C)c2ccncc2)cc(OCC)c1OCC (stereo not drawn)	-1.0%	0%	8%	i	0.0%	i	0%	-2%	-1%	i	-3%
COc1ccc(C(CC(=O)O)NC(=O)Cc2ccccc2)cc1 (stereo not drawn)	0.0%	1%	-4%	i	-1.6%	i	1%	-1%	u	i	-8%
COc1ccc(-c2nc3c(=O)n(C)c(=O)[nH]c3n2CCc2ccccc2)cc1	-2.8%	-4%	-9%	u	-2.4%	i	-4%	-4%	-5%	1.1e-08M*	0%
CCCC(=O)NCCCc1nc2ccccc2n1CCC	-1.7%	-1%	-6%	i	-3.0%	i	1%	3%	1%	i	-7%
COc1ccc(OCCOC(=O)c2cccs2)cc1	2.4%	0%	-3%	u	1.0%	i	-2%	3%	20%	u	-1%
O=C(O)CN1C(=O)CCS(=O)c2ccccc21 (stereo not drawn)	-1.2%	1%	x	x	-1.0%	x	x	-3%	-3%	x	-7%
COc1ccc(-c2c3c(=O)n(C)c(=O)n(C)c3cn2-c2cccc(OC)c2)cc1	-2.0%	-2%	24%	1.2e-08M*	-2.8%	i	-2%	-3%	8%	1.4e-08M*	3%
CC1CC[C@@]23CCC4(C)[C@@]5(C)CCC6C(C)(C)C(=O)CC[C@@]6(C)C5C=C[C@@]4(OC2=O)C3C1C (stereo partly drawn)	0.5%	3%	40%[activator]	x	1.3%	x	x	0%	x	x	x
CC1(C)O[C@@H]2O[C@H]([C@@H]3COC(C)(C)O3)[C@H](N)[C@H]2O1	-0.1%[15.4 µM]	0%[11.5 µM]	x	i	-0.4%[15.4 µM]	i	0%[9.22 µM]	1%[11.5 µM]	5%[11.4 µM]	i	-4%[9.17 µM]
Cc1ccc(NC(=O)/C(CN(C)C)=N\O)cc1	-1.7%	2%	-1%	i	0.1%	i	0%	-2%	11%	i	17%
COc1ccc(N2CCN(c3ccc(N)cc3C#N)CC2)cc1	-2.0%	0%	5%	4.6e-08M*	-0.7%	i	0%	-1%	-10%	4.6e-08M*	-10%
CCc1ccc(O)c(N=Cc2cccc(C)c2O)c1	8.9%	-2%	36%[activator]	x	1.2%	x	-2%	-5%	-18%	x	-3%
O=C(Cc1cccs1)Nc1ccc(-c2nnn(CC(=O)N3CCOCC3)n2)cc1	-1.3%	-15%	27%	i	-2.4%	u	1%	1%	-11%	i	5%
CCOc1ccccc1C1CC(=O)NC2=C1C(=O)CCC2 (stereo not drawn)	0.6%	1%	8%	i	-1.2%	u	1%	1%	20%	i	23%
CC(C)CSc1nc2ccccc2n1CC(N)=O	-2.2%	0%	x	x	-2.4%	x	x	-5%	0%	x	x
O=C(NCc1ccco1)c1csc2c1CCCCC2	-2.5%	0%	1%	i	0.1%	u	1%	1%	16%	i	2%
O=C(NCCCN1CCN(c2ccccc2F)CC1)C1CCC(=O)N1C1CCCC1 (stereo not drawn)	-3.0%	-2%	x	x	0.8%	x	-3%	-3%	1%	x	3%
O=S(=O)(c1ccccc1F)N(Cc1ccco1)Cc1nnc(-c2ccccc2Br)o1	-0.9%	-5%	-1%	i	0.2%	i	1%	-7%	u	i	-2%
O=c1[nH]c2ccsc2c(=O)n1-c1ccc(F)cc1	-0.2%	0%	-3%	i	1.0%	i	3%	-1%	u	u	1%
Cc1ccc(C)c(S(=O)(=O)NCc2cccnc2)c1	-2.2%	-2%	0%	i	-1.0%	i	2%	0%	1%	i	-8%
CCOc1cc2c(cc1OCC)C(C(=O)O)C(c1cc(Br)c(O)c(OC)c1)N(C)C2=O (stereo not drawn)	-0.9%	-2%	1%	i	0.0%	i	0%	2%	3%	i	6%
Cc1cccc(C(OC(=O)c2ccco2)C(=O)NCc2ccccc2)n1 (stereo not drawn)	0.6%	-1%	-1%	i	-0.1%	i	0%	-2%	7%	i	4%
Cc1cc(-c2nc3c4c5c(sc4[nH]c(=O)n3n2)CCC5)c(C)o1	-2.2%	-12%	0%	i	-7.6%	i	6%	-2%	-12%	i	-3%

Only part of the results is shown; the hit share may differ from the screen's.
